High-throughput results as filed in PubChem.
NR2F2 inh – NR2F2 (human) inhibition, primary screen | HEK293T NGFI-A luciferase reporter, luminescence | inhibition, % at 8.6 µM | hit rate 0.7% among 370,000 | AID 686940;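 active = inhibition above a per-plate cutoff, mean inhibition of test wells between control levels plus 3 SD, cut at about 38% in these data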;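 also: cells cotransfected with COUP-TFII expression vector driving the NGFI-A reporter; 0% = median of COUP-TF2 test wells and 100% = reporter-only cells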
SRC1 inh – human NCOA1 inhibition | Q15788 | HEK293 GAL4-SRC1 luciferase reporter, luminescence | inhibition, % at 3.6 µM | hit rate 0.12% among 360,000 | AID 588354;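 active = inhibition above the campaign mean plus 3 SD, with each screening campaign given its own cutoff, cut at about 60% in these data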;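 also: 0% = DMSO treated cells and 100% = gossypol at 36 µM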
NOD2-RIPK2 inh – inhibitors of human NOD2-RIPK2 interaction; O43353; CHO BLA complementation NOD2-RIPK2, CCF4 ratio; inhibition, % at 4.98 µM; hit rate 0.38% among 360,000; AID 624267; in the data active = inhibition above about 21%;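 also: 0% = vehicle only and 100% = reference blocker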
NCOA2 inhibitor – human SRC2 (NCOA2) inhibition. Q15596. HEK293 GAL4-SRC2 luciferase reporter, luminescence. inhibition, % at 9 µM. hit rate 0.17% among 370,000. AID 651957;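 active = inhibition above the mean inhibition of all tested compounds plus 3 SD, set per campaign, cut at about 52% in these data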;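 also: 0% = DMSO treated cells and 100% = cells given Gossypol at 36 µM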
TLR9-MyD88 inh – TLR9-MyD88 interaction inhibition. hit rate 0.21% among 340,000. inhibition, % at 4.98 µM. CHO BLA complementation TLR9-MyD88, CCF4 FRET ratio. AID 504734. Q9NR96+Q99836;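 active = inhibition above the mean over all tested compounds plus 3 SD, cut at about 21% in these data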;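 also: 0% = DMSO only wells and 100% = clavulanate BLA inhibitor control wells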
Target sequence (Q99836 whole entry, looked up): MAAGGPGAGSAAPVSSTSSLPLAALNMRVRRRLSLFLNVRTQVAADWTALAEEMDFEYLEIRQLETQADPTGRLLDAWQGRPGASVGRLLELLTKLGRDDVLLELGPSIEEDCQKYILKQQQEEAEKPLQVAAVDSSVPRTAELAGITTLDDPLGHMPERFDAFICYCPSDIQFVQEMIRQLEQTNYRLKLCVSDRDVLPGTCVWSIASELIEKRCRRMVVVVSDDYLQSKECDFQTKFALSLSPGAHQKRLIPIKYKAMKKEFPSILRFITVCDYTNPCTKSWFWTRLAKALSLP
Target sequence (Q9NR96 whole entry, looked up): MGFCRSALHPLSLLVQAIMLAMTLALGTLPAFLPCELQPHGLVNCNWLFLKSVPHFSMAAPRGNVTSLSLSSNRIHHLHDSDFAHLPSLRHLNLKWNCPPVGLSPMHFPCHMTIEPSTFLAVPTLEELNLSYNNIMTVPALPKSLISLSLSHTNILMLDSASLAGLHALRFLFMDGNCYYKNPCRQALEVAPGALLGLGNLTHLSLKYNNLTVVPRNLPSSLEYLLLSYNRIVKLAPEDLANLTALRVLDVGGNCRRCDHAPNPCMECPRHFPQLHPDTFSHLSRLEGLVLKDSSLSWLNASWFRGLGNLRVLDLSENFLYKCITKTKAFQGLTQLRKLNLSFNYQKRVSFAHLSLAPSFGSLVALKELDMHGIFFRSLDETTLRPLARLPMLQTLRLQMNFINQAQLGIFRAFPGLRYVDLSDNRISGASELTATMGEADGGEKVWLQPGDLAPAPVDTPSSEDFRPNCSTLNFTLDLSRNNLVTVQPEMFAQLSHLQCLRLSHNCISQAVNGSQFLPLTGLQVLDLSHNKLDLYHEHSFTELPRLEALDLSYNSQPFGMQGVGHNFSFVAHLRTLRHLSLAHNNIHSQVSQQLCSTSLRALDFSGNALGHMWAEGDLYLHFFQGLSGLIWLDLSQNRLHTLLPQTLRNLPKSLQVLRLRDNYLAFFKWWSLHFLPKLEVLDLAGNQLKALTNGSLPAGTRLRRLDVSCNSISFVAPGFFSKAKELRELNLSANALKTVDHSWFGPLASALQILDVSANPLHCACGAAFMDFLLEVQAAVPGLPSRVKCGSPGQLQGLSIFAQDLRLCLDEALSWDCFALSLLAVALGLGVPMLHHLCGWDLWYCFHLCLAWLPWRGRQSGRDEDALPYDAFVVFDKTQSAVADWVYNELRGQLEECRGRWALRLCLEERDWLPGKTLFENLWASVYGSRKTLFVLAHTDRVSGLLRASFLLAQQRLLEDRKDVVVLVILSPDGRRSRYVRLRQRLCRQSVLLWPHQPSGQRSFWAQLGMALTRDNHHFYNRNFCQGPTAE
LRH-1 inv ag – inverse agonists of human LRH-1 (NR5A2); AID 602396; hit rate 0.13% among 360,000; O00482; inhibition, % at 3.6 µM; HEK293T StAR-luciferase reporter, LRH-1 transfected, 24 h;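 active = inhibition above the mean inhibition of all tested compounds plus 3 SD, cut at about 73% in these data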;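 also: 0% = DMSO wells and 100% = reporter-only cells lacking LRH-1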
SRC3 inh – human NCOA3 inhibition; inhibition, % at 3.6 µM; Q9Y6Q9; hit rate 0.17% among 360,000; HEK293 GAL4-SRC3 luciferase reporter, luminescence; AID 588352;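 active = inhibition above a per-campaign cutoff, the mean of all compounds plus 3 SD, cut at about 60% in these data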;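 also: 0% = DMSO-treated cells and 100% = gossypol-treated cells at 36 µM; higher means less SRC3-driven luciferase light from the GAL4 reporter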
TROY NFkB inh – TROY signaling inhibition; Q293 LMP1-TROYcd NF-kB luciferase reporter, 4 h; inhibition, % at 10 µM; hit rate 0.98% among 360,000;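 active = compounds whose plate-normalised and pattern-corrected inhibition of the luciferase reporter signal at the single screening dose is 50% or more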
Vif imaging – inhibitors of HIV Vif | hit rate 0.35% among 340,000 | inhibition, % at 7.49 µM | AID 602346 | HEK293T cells, Vif self-association by quenched fluorescence, imaging, 24 h; in the data active = inhibition above about 50%, passing the limit was not always enough; also: some results filed as inactive read as strong as hits
EBV LMP1 NFkB – reduces LMP1-driven NF-kappaB luciferase signal. inhibition, % at 12.5 µM. hit rate 0.69% among 350,000. LMP1-induced NF-kappaB luciferase reporter cells, luminescence. AID 504558; in the data active = inhibition above about 41%;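 also: 0% = neutral control wells and 100% = reference inhibitor control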
C8 TRAIL sens – sensitizes caspase-8 expressing cells to TRAIL; NB7+C8 cells + TRAIL, ATPlite viability luminescence; hit rate 1% among 360,000; inhibition (viability loss, TRAIL sensitization), % at 10 µM; AID 624354;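 active = compounds causing at least 50% loss of cell viability in the single-dose screen, relative to plate controls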
The depositor's hits bear a star; x = not tested or not shown. These rows are one share of the data (hit frequency here may not be typical).

SMILES	NR2F2 inh	SRC1 inh	NOD2-RIPK2 inh	NCOA2 inhibitor	TLR9-MyD88 inh	LRH-1 inv ag	SRC3 inh	TROY NFkB inh	Vif imaging	EBV LMP1 NFkB	C8 TRAIL sens
CSc1ccc(/C=C/C(=O)OCC(=O)NC2CCCCCC2)cc1	2.5	6.3	-6.4	-17.7	8.7	-5.4	-0.6	12.8	-13.8	-12.8	-12.2
Cc1ccnc(NC(=O)C2CCC(CNc3c(N4CCCC4)c(=O)c3=O)CC2)c1 (stereo not drawn)	19.2	4.7	-5.2	-3.4	-0.3	-6.6	-6.7	2.1	x	6.7	9.4
CCn1c(C(C)NC(C)=O)nc2ccccc21 (stereo not drawn)	-9.9	-13.2	-26.2	-35.2	-9.7	-26.8	4.3	-0.1	-11.5	-9.2	-6.5
CCCC(C)(C)C(=O)N1CCC1(C)C(=O)Nc1cccc(OC)c1 (stereo not drawn)	-3.0	2.6	-2.1	13.1	x	-10.2	12.7	-4.0	-2.8	x	-16.4
Brc1cccc(-c2cnco2)c1	9.4	-0.8	-0.8	-6.0	-6.1	21.1	-1.5	0.7	3.5	56.2*	-0.3
COc1ccccc1CNC(=O)C1CCN(S(=O)(=O)c2cccc3cccnc23)CC1	-3.2	10.2	-9.7	4.2	-2.8	9.0	11.6	1.6	5.8	2.6	9.1
O=C(O)CN=C(NS(=O)(=O)c1ccccc1)c1ccccc1	3.3	-11.5	-5.9	-26.5	-9.5	-8.6	12.5	-1.3	10.9	3.7	4.3
O=C(COc1coc(CN2CCc3ccccc3C2)cc1=O)N1CCOCC1	22.9	-2.8	3.1	-11.9	-8.1	4.4	4.4	9.1	-11.5	-0.4	-16.5
CCCCNC(=O)c1onc(CSc2ccc(F)c(F)c2)c1C(=O)NCCCC	12.0	5.3	-1.2	-21.9	3.0	29.7	7.6	3.9	-5.6	9.4	-14.4
S=C(Nc1ccccc1)N1CCc2ccccc21	7.1	-16.5	4.5	-31.2	7.2	13.6	-13.4	11.5	-3.1	-8.0	-3.0
COc1ccc(CCCc2nnc(SCc3nc4ccccc4c(=O)[nH]3)n2C)cc1	1.8	-12.4	-4.8	-5.6	-1.8	-2.1	-9.7	15.2	-1.8	-10.8	-5.1
Cc1ccc(OCCNC(=O)c2cncc(Br)c2)cc1C	4.9	-1.0	-0.3	-21.4	1.9	7.9	13.3	9.8	10.6	-1.6	-0.9
COC(=O)C1Cc2c([nH]c3ccccc23)C(C(C)C)N1 (stereo not drawn)	16.7	-2.5	-6.0	-9.8	-3.3	9.4	9.9	-15.7	-3.8	3.9	12.2
CCOc1ccc(-c2nc(CN3CCCCC3CCn3cccn3)c(C)o2)cc1 (stereo not drawn)	4.4	-19.5	-2.0	-7.6	-1.5	-42.6	-13.1	-21.1	-2.8	-10.0	3.6
Cc1ccccc1N1CCN(C(=O)c2cc(C3CC3)nn2-c2ccccc2)CC1	-1.6	-8.7	-6.0	11.5	-6.4	10.1	10.4	18.4	14.8	3.0	17.2
CCc1cccc(NC(=O)CN(C)S(=O)(=O)c2cccc3cccnc23)c1	10.3	-0.3	-6.5	2.8	1.0	-5.0	-2.8	9.7	-4.8	2.5	-5.5
CCOC(=O)C1CCN(C(=S)NC2CC3C=CC2C3)CC1 (stereo not drawn)	-14.1	-30.3	-1.2	14.2	x	6.9	0.3	-31.5	-5.4	2.4	-3.5
COc1cc(/C=N/NC(=O)c2ccc3c(c2)OCCO3)c(Br)c(Br)c1O	-12.9	-12.2	1.6	-1.1	-3.0	6.5	-10.6	-47.5	9.4	2.6	20.6
CCCCN1Cc2cc(C(=O)c3cc(F)ccc3O)cnc2NC1=O	15.2	0.6	3.4	-28.4	8.9	4.8	15.0	-7.4	3.1	2.7	-14.6
C[C@H]1CN([C@@H](C)CO)C(=O)c2cc(Br)cnc2O[C@H]1CN(C)Cc1ccccc1C(=O)O	-9.9	-1.2	4.1	2.2	-10.6	-0.4	-5.2	1.8	1.5	-2.0	4.8
O=C(NC1(C(F)(F)F)NC(=O)N(c2ccccc2F)C1=O)c1ccncc1 (stereo not drawn)	-3.3	-1.7	-8.3	-0.8	5.4	4.3	-3.6	-10.2	0.6	1.1	1.1
COc1ccc([N+](=O)[O-])cc1NS(=O)(=O)c1cc(C(=O)N2CCN(C)CC2)ccc1OC	-9.8	1.6	-3.3	-12.1	0.2	-9.8	-6.0	-2.8	18.4	-1.7	0.6
CC(C)NC(=O)N1Cc2cc(C(=O)NC3CCCCC3)nc(-c3cccc(-c4cccnc4)c3)c2[C@@H]1CCO	5.4	x	-6.0	-15.2	x	60.7	x	2.0	x	x	7.9
CCCS(=O)(=O)NC(=O)C1(C)CCN(C(=O)c2ccc(F)cc2Cl)C1 (stereo not drawn)	x	-7.0	-3.9	x	x	12.5	-6.1	4.7	x	x	1.3
Cc1nn(C)c(C)c1/C=C/C(=O)O	10.4	8.2	-4.6	-38.2	4.0	2.6	8.4	1.7	9.0	-4.2	-6.4
Cc1cccc(Oc2coc3cc(OC(=O)c4cccs4)ccc3c2=O)c1	-21.4	-34.8	5.5	-11.5	8.2	-36.0	-22.1	-41.1	-0.2	-11.1	1.3
O=C(CCCn1cc([N+](=O)[O-])cn1)NCc1ccccc1	-8.3	11.7	-4.0	13.0	-12.4	22.2	15.6	-15.4	3.1	3.6	5.0
Cn1c(CNc2ccc(Cl)cc2)nc2ccccc21	-54.1	-102.2	-3.9	-55.6	5.5	-89.7	-85.9	-4.9	-22.2	-57.3	25.6
COc1ccc(N2CC(C(=O)OCC(=O)NCc3ccccc3)CC2=O)cc1 (stereo not drawn)	-4.8	11.7	-11.4	-16.3	-6.4	-1.4	12.4	12.6	0.3	1.8	27.1
COc1ccc(Br)cc1/C=N/N1CCN(Cc2ccccc2)CC1	-14.7	-3.0	9.5	10.0	-6.0	20.7	-0.4	-12.4	-4.8	-5.4	-0.5
Nc1nc(-c2ccco2)c(-c2ccco2)s1	6.2	-6.6	-6.0	19.3	3.1	-4.6	-13.0	8.6	3.4	-4.9	-1.7
Cn1c(=O)oc2cc(S(=O)(=O)NCc3ccccn3)ccc21	6.4	4.6	11.8	0.8	1.1	11.2	6.0	9.8	x	-6.9	4.8
CCn1c(CCc2ccccc2)n[nH]c1=S	16.4	-10.2	-8.1	14.9	10.1	-10.5	8.7	10.3	0.0	-2.7	-1.2
CN1OC[C@@H]2CN(Cc3cc(Cl)cc(Cl)c3)[C@H](c3cccc(Oc4ccccc4)c3)C[C@@H]21	2.1	4.5	0.9	17.3	1.6	2.2	-10.2	-4.6	8.3	8.3	-4.8
Cc1ccc(C2C(C#N)=C(N)Oc3n[nH]c(-c4cccs4)c32)s1 (stereo not drawn)	-15.8	-16.7	-4.4	-26.2	3.6	4.1	-3.1	-26.2	3.2	-0.2	-9.1
COC(=O)c1ccc(/C=N/N2CCN(Cc3ccccc3)CC2)cc1	10.0	5.6	-12.4	10.0	-4.4	-1.9	-4.5	18.0	5.3	6.6	-1.6
COC(=O)[C@@]12C[C@@H](CC(=O)NCc3ccccc3)C(=O)N(Cc3ccco3)C1=CCC(C)(C)C2	5.5	x	-7.8	2.2	x	-3.2	x	x	x	x	-9.8
Cc1ccccc1C1N=C2Oc3ccccc3C=C2C(=O)N1 (stereo not drawn)	-10.4	4.3	-3.4	10.9	x	-14.0	18.9	10.5	4.6	x	-3.3
N#CC1=C(Nc2ccccc2Cl)SC(c2ccccc2O)NC1=O (stereo not drawn)	-0.1	6.0	-4.2	-26.9	1.2	-27.7	-20.6	-15.6	-2.0	-2.6	-6.3
CCC1CN(C(=O)N2CCC(C(=O)NCc3ccccc3OC)CC2)c2cc(C)ccc2O1 (stereo not drawn)	10.4	10.2	-9.2	-27.7	0.9	4.0	9.6	11.1	-7.0	4.3	-22.4
CC(=O)c1cccc(NC(=O)c2cccc3c(-c4cccnc4)coc23)c1	23.1	7.6	-26.1	10.3	x	34.1	4.5	33.6	-5.8	x	33.3
COc1ccc(-c2c(C#Cc3ccc(N(C)C)cc3)c3ccccc3n2C)cc1	5.8	-14.4	-0.8	-55.3	-1.1	12.6	-21.4	8.7	12.5	-2.7	4.0
COc1ccc(NC(=O)C(=O)NCC(=O)Nc2cccc(C(F)(F)F)c2)cc1	-12.9	-2.6	-3.2	-0.3	1.6	-5.2	10.9	-4.2	-3.7	-4.8	1.7
CNC(=O)c1c(C)nn(-c2ccc(F)c(Cl)c2)c1-c1cc(C)on1	2.6	5.4	-4.8	-0.3	x	9.3	22.0	9.0	1.1	x	-14.3
Cc1csc(=O)n1CCC(=O)OCC(=O)Nc1ccc(Cl)cn1	1.0	-2.1	8.8	-0.9	-4.7	5.4	-4.6	13.0	6.8	-5.3	-5.4
N#Cc1ccc(C(=O)Nc2nnc(-c3ccco3)o2)cc1	-2.3	-30.6	-6.1	-29.0	1.0	-26.4	-19.6	1.9	-0.6	0.6	9.1
Cc1cc(NS(=O)(=O)c2ccc(NC(=O)COc3cc(C)c(Cl)c(C)c3)cc2)no1	6.2	-8.4	-4.0	-9.9	-6.3	1.3	9.6	24.1	5.3	8.9	-18.8
O=C(CSc1ccc2nnc(CCNS(=O)(=O)c3ccccc3)n2n1)Nc1nc2ccccc2s1	-2.3	1.0	-1.3	-24.9	-3.6	8.0	17.1	39.8	-3.3	-4.7	-7.0
COc1ccc(CN2CCNC(=O)C2CC(=O)N(C)Cc2nccn2C)cc1OC (stereo not drawn)	-4.7	-28.0	5.4	-16.9	10.0	-2.5	13.8	1.1	4.8	-35.4	-16.1
COc1cc(C(=O)OCc2cc(=O)c(O)co2)ccc1OC(F)F	-0.8	10.2	9.4	-6.4	-0.3	2.5	-12.5	2.7	-2.6	-5.0	-3.1
O=C(Cc1cccc2ccccc12)Nc1ccc(O)cc1C(=O)O	-9.2	13.7	-4.5	14.7	-2.0	13.5	-15.0	-1.9	-4.0	0.6	-6.4
COc1ccc(Cc2nnc(NC(=O)c3ccccc3F)s2)cc1OC	8.2	7.5	0.6	-17.4	2.0	5.6	10.8	10.0	0.9	6.5	-21.7
Cc1ccc(NC(=O)NC2CC(=O)N(c3ccc4c(c3)OCCO4)C2)cc1 (stereo not drawn)	11.1	2.8	-7.3	11.8	-12.3	17.0	-4.5	3.8	-1.8	-3.1	-5.4
COc1ccc(-c2oc3c4c2C(=O)OCCOC4CCC3)cc1 (stereo not drawn)	-3.6	x	-2.4	18.0	x	-25.2	x	-2.7	x	x	-1.9
CCN(c1nc(N)c(C(=O)N=C(N)N)nc1Cl)C(C)C	-3.0	-28.4	0.1	-28.3	-5.3	0.0	0.6	-7.0	-1.5	3.9	3.8

2 entries from above in another layout.
Values in the order – NR2F2 inh | SRC1 inh | NOD2-RIPK2 inh | NCOA2 inhibitor | TLR9-MyD88 inh | LRH-1 inv ag | SRC3 inh | TROY NFkB inh | Vif imaging | EBV LMP1 NFkB | C8 TRAIL sens
COc1ccc(CN2CCNC(=O)C2CC(=O)N(C)Cc2nccn2C)cc1OC (stereo not drawn)
→ -4.7 | -28.0 | 5.4 | -16.9 | 10.0 | -2.5 | 13.8 | 1.1 | 4.8 | -35.4 | -16.1
COc1cc(C(=O)OCc2cc(=O)c(O)co2)ccc1OC(F)F
→ -0.8 | 10.2 | 9.4 | -6.4 | -0.3 | 2.5 | -12.5 | 2.7 | -2.6 | -5.0 | -3.1
